ERp5 block: inhibitors of ERp5-driven insulin aggregation, primary screen, biochemical, turbidity, absorbance 650 nm, single point; Protein disulfide-isomerase A6 (Homo sapiens), Q15084; 90 min; inhibition, % at 9.99 µM; actives 0.05% (n = 350,000);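 active = mean replicate inhibition above about 25%, with every replicate also reaching it, limit read from the data, passing the limit was not always enough; inconclusive = only one of those two criteria met; inactive = neither criterion met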
Target sequence (Q15084 whole entry, looked up): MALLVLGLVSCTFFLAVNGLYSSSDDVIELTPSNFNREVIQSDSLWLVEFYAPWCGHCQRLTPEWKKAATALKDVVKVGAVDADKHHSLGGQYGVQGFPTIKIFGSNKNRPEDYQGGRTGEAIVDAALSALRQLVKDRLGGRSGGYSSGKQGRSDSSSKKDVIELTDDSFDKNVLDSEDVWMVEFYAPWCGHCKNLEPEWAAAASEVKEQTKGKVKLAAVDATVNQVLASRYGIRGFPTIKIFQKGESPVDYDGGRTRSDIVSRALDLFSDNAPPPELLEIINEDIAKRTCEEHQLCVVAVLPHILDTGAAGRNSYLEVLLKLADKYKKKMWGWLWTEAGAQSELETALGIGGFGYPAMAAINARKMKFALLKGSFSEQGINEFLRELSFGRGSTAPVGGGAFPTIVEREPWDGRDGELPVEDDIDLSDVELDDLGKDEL
C2C12 statin: suppressors of statin myotoxicity in C2C12 myotubes, primary screen, cell-based, single point, plate reader; C2C12 myotubes + simvastatin, ATP luminescence, 48 h; scaled: DMSO 0, geranylgeraniol control 100; rescue of ATP level, % at 7.49 µM; actives 0.78% (n = 330,000); AID 602340, 2012;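 active = mean ATP rescue above about 67%, or every replicate alone reaching that limit, limit read from the data, passing the limit was not always enough; inconclusive = no clear call, values can overlap the other calls; inactive = mean under the limit and some replicate under it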;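 note: myotubes were challenged with 10 µM simvastatin during compound exposure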
DENV2 CPE: inhibitors of DENV2 cytopathic effect, primary screen, cell-based, plate reader, single concentration. DENV2-infected cells, cytopathic effect rescue. CPE inhibition, % at 9.99 µM. actives 1.7% (n = 350,000). AID 651640, 2012; in the data active = CPE inhibition above about 20%, passing the limit was not always enough; inconclusive = no clear call, values can overlap the other calls; tested in BHK-21 cells;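 note: 0% = median of neutral control wells and 100% = median of positive control wells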
E-selectin induc: E-selectin induction in HUVECs, primary screen, imaging, HUVEC, immunofluorescence imaging, single point; P16581; normalized: neutral wells 0, TNF-alpha wells 100; activation, % at 7.58 µM; actives 0.37% (n = 260,000); AID 686992, 2013;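 active = mean E-selectin-positive cell signal at least 10% of the positive control, reached in at least 60% of replicates, without over 20% cell loss; inconclusive = no rule given, readout overlaps actives, possibly toxicity-flagged; inactive = the rest, including those meeting only one limit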;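 note: in these data hits start at about 27%; measured in HUVEC primary endothelial cells; signal is the percent of cells scored E-selectin positive by PE staining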
Target sequence (P16581 whole entry, looked up): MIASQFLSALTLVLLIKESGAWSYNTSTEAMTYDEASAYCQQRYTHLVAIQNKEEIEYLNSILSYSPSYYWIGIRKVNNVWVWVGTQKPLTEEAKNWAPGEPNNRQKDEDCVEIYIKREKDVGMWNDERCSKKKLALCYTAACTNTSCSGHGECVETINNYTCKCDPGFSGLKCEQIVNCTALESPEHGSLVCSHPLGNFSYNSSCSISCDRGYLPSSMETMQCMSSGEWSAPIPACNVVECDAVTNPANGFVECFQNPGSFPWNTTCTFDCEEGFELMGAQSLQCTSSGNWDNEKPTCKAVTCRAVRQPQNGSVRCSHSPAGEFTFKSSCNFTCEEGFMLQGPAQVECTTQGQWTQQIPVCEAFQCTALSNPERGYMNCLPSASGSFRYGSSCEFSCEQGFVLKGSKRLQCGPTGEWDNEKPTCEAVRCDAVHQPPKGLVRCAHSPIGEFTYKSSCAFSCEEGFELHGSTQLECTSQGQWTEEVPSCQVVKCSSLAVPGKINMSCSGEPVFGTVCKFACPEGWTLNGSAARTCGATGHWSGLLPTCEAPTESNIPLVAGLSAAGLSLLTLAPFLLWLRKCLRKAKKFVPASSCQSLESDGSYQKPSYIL
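Test system: HUVEC | Signal: Immunofluorescence imaging | Read-out: Percent E-selectin-positive cells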
S100A4 MyoIIA: inhibitors of S100A4-myosin IIA peptide binding, primary screen, biochemical, fluorescence polarization, TAMRA-MyoIIA peptide | Protein S100-A4 (Homo sapiens), P26447 | inhibition, % at 10.7 µM | actives 0.14% (n = 360,000);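 active = mean inhibition of at least 70% across replicates, with every replicate also reaching that level; inconclusive = mean inhibition reaches 70% but some replicates fall short; inactive = mean inhibition below 70%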
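Test system – S100A4 monomer (human) · Compound – single-point compound testing · Schedule – 5 min incubation before reading · Probe or stimulus – TAMRA-labelled myosin IIA heavy-chain peptide probe, 5 nM · Benchmarks – neutral control DMSO, positive control TFP · Medium – Calcium-containing HEPES buffer, pH 7.2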
SIRT5 inh: SIRT5 desuccinylase inhibitors, primary screen, biochemical, fluorescence imaging, single point, set 5; NAD-dependent protein deacylase sirtuin-5, mitochondrial (Homo sapiens), Q9NXA8; AID 652115, 2013; Purified SirT5, succinyl-peptide AMC, trypsin-coupled fluorescence; inhibition, % at 15 µM; actives 1.1% (n = 330,000); in the data active = inhibition above about 15%; inconclusive = no clear call, values can overlap the other calls
PglD DTNB: C. jejuni PglD acetyltransferase inhibitors, primary screen, biochemical, DTNB colorimetric, single point | UDP-N-acetylbacillosamine N-acetyltransferase PglD (Campylobacter jejuni) | inhibition, % at 12.5 µM | purified PglD enzyme, DTNB colorimetric CoA detection | actives 0.098% (n = 360,000) | AID 602405, 2012; in the data active = inhibition above about 16%, passing the limit was not always enough; inconclusive = no clear call, values can overlap the other calls; note: strong numbers were not always called active
* hit, by the source's call; ? = inconclusive; . = no result given; & = joins results of further samples.

SMILES	ERp5 block	C2C12 statin	DENV2 CPE	E-selectin induc	S100A4 MyoIIA	SIRT5 inh	PglD DTNB
Cc1cn(CC(=O)N[C@H](CO)Cc2c[nH]c3ccccc23)c(=O)[nH]c1=O	1	-2	?	5.2	-3	-2	1
COc1ccc(S(=O)(=O)N(C)C[C@@H]2Oc3cc(-c4ccccc4OC)ccc3S(=O)(=O)N([C@H](C)CO)C[C@@H]2C)cc1	-1	-55	-3	-0.3	4	?	-4
CC(NC(=O)COC(=O)c1ccccc1O)c1ccccc1 (configuration not stated)	3	-5	-9	3.4	-2	-3	-3
COc1ccc(-c2cn(CC[C@H]3CC[C@@H](NS(=O)(=O)c4ccccc4C)[C@@H](CO)O3)nn2)cc1	0	10	9	-0.3	11	2	2
C/C=C/c1ccc([C@H]2[C@@H](CO)N(C(=O)Cc3ccccn3)[C@H]2C#N)cc1	2	-17	12	-0.3	18	2	0
Cc1ccc(-n2c(SCC(=O)N(C)C)nnc2-c2ccco2)cc1	0	3	2	0.1	-4	-1	-3
Cc1cccc(C)c1NC(=O)CSc1nnc(NC(=O)c2ccccc2C(=O)O)s1	-2	-4	0	0.3	1	2	2
Cc1ccc(S(=O)(=O)Nc2cccc3c2O[C@H](CN(C)CC2CC2)[C@H](C)CN([C@H](C)CO)C3=O)cc1	1	3	5	0.9	23	-5	-1
CCOC(=O)C(=C1Nc2ccccc2N1)n1c(-c2cnccn2)nc2ccccc21	2	.	57*	-0.1	0	.	.
COc1ccc(CCC(C)N2CCC(Oc3ccc(C(=O)N4CCCC4)cc3)CC2)cc1 (configuration not stated)	5	3	-1	.	-1	0	2
COc1ccccc1C(=O)NCCCNc1ccc([N+](=O)[O-])cc1	5	.	-7	-1.4	-2	1	.
COC(=O)C(NC(=O)c1c(C)nn(C)c1Cl)c1ccccc1 (configuration not stated)	1	14	8	2.6	0	0	-5
c1ccc(-c2csc3ncnc(N4CCc5ccccc5C4)c23)cc1	-3	33	-10	.	-4	0	-3
O=C1c2nc3ccccn3c2C(=O)N1Cc1ccccc1	-6	-1	-1	.	-5	1	.
NC(=O)c1ccccc1N=Cc1ccccn1	1	6	.	.	0	-3	-3
C[C@@H]1CN([C@@H](C)CO)C(=O)c2cc(C3=CCCC3)cnc2O[C@H]1CN(C)C(=O)Cc1ccncc1	-3	19	0	0.7	-5	0	-6
COc1ccc(C(=O)NCC(=O)OCCOc2ccc(Cl)cc2)cc1OC	-3	1	-6	-0.2	-2	.	4
CCCC1=NN(c2ccc([N+](=O)[O-])cc2)C(=O)/C1=C\N(C)C	1	.	-2	-0.4	-13	7	.
Cc1cc(C)c(C#N)c(Nc2ccc(F)cc2)n1	-12	-10	0	.	-3	-7	4
COc1ccc(Cc2c(O)nc(SCC(=O)N3CCOCC3)[nH]c2=O)cc1	-4	.	-8	.	1	-3	5
COc1ccc(CN(C)C[C@H]2Oc3c(NC(=O)Nc4ccc5c(c4)OCO5)cccc3C(=O)N([C@H](C)CO)C[C@@H]2C)cc1	0	18	8	-5.2	-10	3	4
COc1ccc(C(=O)NCC(c2cccnc2)N2CCN(c3ccccc3)CC2)cc1OC (configuration not stated)	-7	-9	-10	.	0	1	1
CC(CCc1ccccc1)NC(=O)CNc1cccc([N+](=O)[O-])c1 (configuration not stated)	3	16	-4	.	-5	0	-2
COc1ccccc1NC(=O)Cc1nnc(SCC(=O)c2ccccc2)n1C	0	32	6	0.0	0	-8	5
CCOc1ncccc1C(=O)Nc1ccc(S(=O)(=O)Nc2cc(C)nc(C)n2)cc1	-11	-6	-3	-0.5	2	-1	3
Cc1ccc(S(=O)(=O)N(C)C[C@@H]2Oc3c(NC(=O)c4ccc(-c5nccs5)cc4)cccc3C(=O)N([C@H](C)CO)C[C@@H]2C)cc1	7	-48	-5	-0.3	-7	10	-1
O=C(NCC(c1ccco1)N1CCN(c2ccc(F)cc2)CC1)C(=O)NC1CC1 (configuration not stated)	-9	6	-2	.	-5	-3	2
Cn1nccc1-c1coc2c(C(=O)N3CCOCC3)cccc12	-3	5	-7	0.2	4	.	1
O=C(NCCc1cccs1)C1CC(c2ccccc2F)=NO1 (configuration not stated)	.	17	.	-0.2	.	.	-2
COc1ccc(NC(=O)NCc2cccnc2)cc1	1	3	4	-1.3	-4	-6	-3

Arranged by molar mass (rising): some entries from above
SMILES	ERp5 block	C2C12 statin	DENV2 CPE	E-selectin induc	S100A4 MyoIIA	SIRT5 inh	PglD DTNB
O=C(NCCc1cccs1)C1CC(c2ccccc2F)=NO1 (configuration not stated)	.	17	.	-0.2	.	.	-2
O=C(NCC(c1ccco1)N1CCN(c2ccc(F)cc2)CC1)C(=O)NC1CC1 (configuration not stated)	-9	6	-2	.	-5	-3	2
COc1ccc(CCC(C)N2CCC(Oc3ccc(C(=O)N4CCCC4)cc3)CC2)cc1 (configuration not stated)	5	3	-1	.	-1	0	2
COc1ccc(S(=O)(=O)N(C)C[C@@H]2Oc3cc(-c4ccccc4OC)ccc3S(=O)(=O)N([C@H](C)CO)C[C@@H]2C)cc1	-1	-55	-3	-0.3	4	?	-4

Remaining list, next part:
SMILES	ERp5 block	C2C12 statin	DENV2 CPE	E-selectin induc	S100A4 MyoIIA	SIRT5 inh	PglD DTNB
CC(=O)Nc1ccc(SCC(=O)Nc2sccc2C#N)cc1	5	.	10	7.6	-5	0	.
CCCC(=O)N(CCN1CCOCC1)c1nc2cc(C)c(C)cc2s1	5	-8	0	.	1	1	-3
CN(C)C(=O)[C@H]1[C@H](CO)[C@H]2Cn3c(ccc(C4=CCCCC4)c3=O)[C@@H]1N2CC1CC1	-1	-16	9	-1.6	2	-21	-2
COc1ccccc1Nc1c2ccccc2nc2ccccc12	1	-21	-9	3.5	-2	1	-5
CC12CCC(=O)C=C1CCC1C2C(O)CC2(C)C1CCC2(O)C(=O)COC(=O)COCC(=O)O (configuration not stated)	-2	10	-6	-1.1	2	.	.
CCC(=O)N1CCc2cc(OC)c(OC)cc2C1COc1ccc(OC)cc1 (configuration not stated)	2	-3	2	0.6	1	-2	-5
CCOC(=O)Cc1csc(NC(=O)COc2ccc(C)cc2)n1	1	2	-4	.	2	0	-4
COc1ccc(N2CCN(S(=O)(=O)c3cccs3)CC2)cc1	.	22	.	-0.1	.	.	0
CC(=O)c1ccc2c(c1)CC1(C2)Cc2cc3c(cc2C1)C(=O)CC3 (configuration not stated)	3	.	-5	1.1	2	1	.
C[C@H]1CN([C@@H](C)CO)C(=O)Cc2cc(NS(C)(=O)=O)ccc2O[C@H]1CN(C)S(=O)(=O)c1ccc(F)cc1	-7	-11	23*	-16	5	3	2
CN1CCN(S(=O)(=O)c2cnccc2N2CCN(c3cccc(Cl)c3)CC2)CC1	2	-7	5	2.0	2	-3	1
O=C(CNC(=O)Cc1ccccc1)NCC(=O)N1CCCCC1	7	.	-3	-0.5	0	-3	-5
COc1ccccc1NC(=O)N(C)C[C@H]1Oc2ncc(C#CCN(C)C)cc2C(=O)N([C@H](C)CO)C[C@H]1C	-3&0	9&-18&-4	3&-2	-0.2	-3&-8	6&7	1&2&4
COc1ccccc1CN1C(=O)CN(C2CCCC2)C(=O)C1c1ccc(F)cc1 (configuration not stated)	4	2	?	.	2	0	0
COc1ccc(-c2cn(CCC(=O)NCc3ccc(C)cc3)c(CCN)n2)cc1	6	-9	?	-0.1	-5	.	-1
COc1ccc(N2CCN(C(=O)c3oc4ccccc4c3NC(=O)Cc3cccc(OC)c3)CC2)cc1	2	22	-4	.	2	3	4
CN(C)CC(=O)Nc1ccc2c(c1)[C@@H]1C[C@@H](CC(=O)NCc3ccccn3)O[C@@H](CO)[C@@H]1O2	-1	2	3	0.6	-46	-3	-1
CC(=O)CC1c2cc(F)ccc2C=C(c2ccsc2)N1c1ccc(-c2ccc(C(N)=O)cc2)cc1 (configuration not stated)	5	.	?	0.8	-4	0	.
Cn1ccnc1Sc1cc(Cl)ccc1[N+](=O)[O-]	0	.	.	.	14	-1	.
O=S(=O)(c1ccc(SCc2ccc(Br)cc2)nc1)N1CCOCC1	3	7	?	.	-1	1	-4
Cc1ccc(-c2ccc(=O)n(Cc3c(F)cccc3Cl)n2)cc1	2	-1	-2	0.0	0	-1	-1
O=C(Nc1nnc(-c2ccc3c(c2)CCCC3)o1)C1COc2ccccc2O1 (configuration not stated)	-2	2	1	0.1	3	.	-4
Cc1ccc(S(=O)(=O)Nc2ccc3c(c2)C(=O)N([C@@H](C)CO)C[C@@H](C)[C@@H](CN(C)C(=O)NC(C)C)O3)cc1	1	8	0	0.1	-9	.	-1
CCCCCC1CC(=O)C=C(C)C1C(=O)OC (configuration not stated)	2	0	-3	0.1	1	-5	5
COc1cc2c(cc1NC(=S)NC(=O)/C=C/c1ccc(OC)c(OC)c1)oc1ccccc12	1	.	-2	.	-7	1	.
COc1ccc(NC(=O)N2CCCCN3[C@H](CO)[C@H](c4ccc(C#Cc5ccccc5)cc4)[C@@H]3C2)cc1	3	.	-8	.	-9	11	0
Cn1nnc(NC(=S)NC(=O)c2ccccc2)n1	-3	.	4	-2.9	1	-3	.
COc1cccc(NC(=O)N2CC(=O)N3[C@H](CO)[C@@H](c4ccc(C5=CCCC5)cc4)[C@@H]3C2)c1	0	.	-15	0.1	-14	10	.
COc1ccc(NC(=O)c2c(-c3c(Cl)cccc3Cl)noc2C)cn1	1	.	-9	1.2	-10	0	4
O=C(c1cc(C2CC2)on1)N1CCCC(N2CCN(c3ccc(F)cc3)CC2)C1 (configuration not stated)	5	-10	-6	.	-2	3	6

One compound at a time, as listed above. Order of screens: ERp5 block | C2C12 statin | DENV2 CPE | E-selectin induc | S100A4 MyoIIA | SIRT5 inh | PglD DTNB
Listed for COc1ccc(Cc2c(O)nc(SCC(=O)N3CCOCC3)[nH]c2=O)cc1 : -4 | . | -8 | . | 1 | -3 | 5
Listed for COc1ccccc1Nc1c2ccccc2nc2ccccc12 : 1 | -21 | -9 | 3.5 | -2 | 1 | -5
Listed for COc1ccc(-c2cn(CC[C@H]3CC[C@@H](NS(=O)(=O)c4ccccc4C)[C@@H](CO)O3)nn2)cc1 : 0 | 10 | 9 | -0.3 | 11 | 2 | 2

Quoted at random: 2 records from the list, in no set order.
SMILES	ERp5 block	C2C12 statin	DENV2 CPE	E-selectin induc	S100A4 MyoIIA	SIRT5 inh	PglD DTNB
O=S(=O)(c1ccc(SCc2ccc(Br)cc2)nc1)N1CCOCC1	3	7	?	.	-1	1	-4
Cc1ccc(S(=O)(=O)Nc2ccc3c(c2)C(=O)N([C@@H](C)CO)C[C@@H](C)[C@@H](CN(C)C(=O)NC(C)C)O3)cc1	1	8	0	0.1	-9	.	-1

(listing goes on)
SMILES	ERp5 block	C2C12 statin	DENV2 CPE	E-selectin induc	S100A4 MyoIIA	SIRT5 inh	PglD DTNB
Cc1cc(C)cc(N2CC(c3nc4ccccc4n3C)CC2=O)c1 (configuration not stated)	-9	-19	-6	.	0	0	-1
O=C(Cc1ccc(-n2cnnn2)cc1)NC12CC3CC(CC(C3)C1)C2	2	-22	.	.	-3	-4	-3
CCOCC(O)CNC(=O)c1ccc(OC2CCN(C(=O)c3cccnc3)CC2)cc1 (configuration not stated)	5	.	1	.	4	1	-4
CO[C@@H](CN(C)C(=O)c1cnccn1)[C@@H](C)CN([C@@H](C)CO)S(=O)(=O)c1ccc(F)cc1	1	-5	0	-0.1	-3	3	3
Cc1nn(CC2CC2)c(=O)n1-c1ccc(C(C)C)cc1	0	-1	-9	.	1	8	2

An excerpt; rates above refer to the full screens.
